BAP1 block = inhibitors of BAP1 deubiquitinase, primary screen, biochemical, Ub-AMC fluorescence, kinetic; Ubiquitin carboxyl-terminal hydrolase BAP1 (Homo sapiens), Q92560; recombinant BAP1, Ub-AMC hydrolysis fluorescence kinetic; active compounds read low; activity remaining (% of control), % at 20 µM; 72,000 tested, 0.48% active;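 active = activity remaining at or below 50% of control, provided the compound also passes the data quality filters; inactive = the rest, including low values that fail the filters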;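 note: 100% = DMSO wells rate and 0% = substrate alone blank rate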
Target sequence (Q92560 whole entry, looked up): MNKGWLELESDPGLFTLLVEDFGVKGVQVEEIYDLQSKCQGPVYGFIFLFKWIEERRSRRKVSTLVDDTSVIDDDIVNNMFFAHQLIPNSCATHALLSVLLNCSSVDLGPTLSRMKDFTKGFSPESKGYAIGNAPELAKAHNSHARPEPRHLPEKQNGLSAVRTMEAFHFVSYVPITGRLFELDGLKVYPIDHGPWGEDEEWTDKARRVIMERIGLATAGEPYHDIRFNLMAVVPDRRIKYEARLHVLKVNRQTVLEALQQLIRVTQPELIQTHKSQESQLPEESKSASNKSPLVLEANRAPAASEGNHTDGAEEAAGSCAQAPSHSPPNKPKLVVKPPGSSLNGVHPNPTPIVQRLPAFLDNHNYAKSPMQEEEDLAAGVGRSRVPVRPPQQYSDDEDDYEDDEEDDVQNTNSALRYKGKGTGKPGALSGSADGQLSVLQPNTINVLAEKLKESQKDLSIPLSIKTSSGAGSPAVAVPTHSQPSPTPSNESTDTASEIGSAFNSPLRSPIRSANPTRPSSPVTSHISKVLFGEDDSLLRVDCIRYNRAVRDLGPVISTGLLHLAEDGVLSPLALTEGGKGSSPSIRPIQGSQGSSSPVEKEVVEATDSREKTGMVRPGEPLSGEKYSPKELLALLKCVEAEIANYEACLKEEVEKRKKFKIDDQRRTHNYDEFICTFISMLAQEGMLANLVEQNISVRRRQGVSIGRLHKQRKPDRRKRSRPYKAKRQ
HePTP inh = inhibitors of human HePTP phosphatase, primary screen, biochemical, absorbance, leukemia target | Tyrosine-protein phosphatase non-receptor type 7 (Homo sapiens), P35236 | 110,000 tested, 0.64% active | inhibition, % at 20 µM | recombinant HePTP phosphatase activity, OD absorbance | AID 521, 2006; in the data active = inhibition above about 50%;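 note: plate controls were vehicle for no effect and reference inhibitor for full effect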
Target sequence (P35236 whole entry, looked up): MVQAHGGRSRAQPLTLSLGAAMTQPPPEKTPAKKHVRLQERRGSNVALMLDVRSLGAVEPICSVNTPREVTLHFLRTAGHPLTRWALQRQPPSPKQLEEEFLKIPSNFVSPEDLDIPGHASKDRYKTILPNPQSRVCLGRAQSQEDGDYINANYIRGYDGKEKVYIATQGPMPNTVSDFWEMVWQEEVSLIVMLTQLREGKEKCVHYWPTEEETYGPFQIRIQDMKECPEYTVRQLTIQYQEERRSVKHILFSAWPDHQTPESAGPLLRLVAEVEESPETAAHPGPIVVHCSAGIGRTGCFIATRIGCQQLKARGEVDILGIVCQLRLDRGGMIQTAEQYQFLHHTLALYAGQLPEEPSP
* marks the source's active call; other numbers are inactive results; i = inactive; x = not tested or not shown; & = joins results of further samples.

Each structure is followed by: BAP1 block, HePTP inh
> Cc1ccc(OCC(=O)Nc2ccc(C(=O)Nc3cccc(O)c3)cc2)cc1C
    x, 3.3
> Cn1c(SCC(=O)Nc2ccc(N3CCOCC3)c(Cl)c2)nnc1-c1ccccc1
    130.9, -6.3
> Cc1c(N/C=C/C(=O)c2ccc(Br)cc2)c(=O)n(-c2ccccc2)n1C
    x, 0.9
> COc1ccccc1N(S(=O)(=O)c1ccccc1)S(=O)(=O)c1ccccc1
    x, 6.7
> O=C(/C=C/c1cn(-c2ccccc2)nc1-c1ccc(Cl)cc1)c1cccs1
    x, 7.6
> CC(C)(C)c1ccc(S(=O)(=O)Nc2ccccc2[N+](=O)[O-])cc1
    x, 4.3
> Cn1c(Cc2ccccc2)nnc1SCC(=O)Nc1ccc2c(c1)OCO2
    90.3, 3.7
> Cc1ccc(SCCNC(=O)c2cccc(Cl)c2)cc1
    x, 0.3
> CN1CCN(C(=O)c2ccc(Cl)c(S(=O)(=O)N3CCCCC3)c2)CC1
    95.8, 10.6
> O=C(O)CC(C(=O)Nc1cccc(C(F)(F)F)c1)C1CCCO1 (stereo unspecified)
    78.6, -3.4

Carrying on:
Each structure is followed by: BAP1 block, HePTP inh
> Cc1ccc2[nH]c(C)c(CN3CCOCC3)c(=O)c2c1
    x, 5.3
> CC(=O)c1cccc(NC(=O)CN2C(=O)NC3(CCCCCCC3)C2=O)c1
    109.0, 8.5
> Cn1c(C(=O)NC2CCCCC2)cc2c(=O)n(C)c3ccccc3c21
    108.5, 3.4
> O=C(OCc1nc2ccccc2s1)C1CCN(S(=O)(=O)c2cccs2)CC1
    109.6, -2.2
> COC(=O)C1=C(C)NC2=C(C(=O)CC(c3ccc(OC)c(OC)c3)C2)C1c1ccccc1OCc1ccccc1 (stereo unspecified)
    x, 9.5
> O=C(O)/C=C/c1cccc(NS(=O)(=O)c2cccs2)c1
    x, -4.7
> O=C(/C(=N\O)n1cncn1)c1ccc(Cl)cc1Cl
    x, 5.1
> Cc1ccc(OCCCCN2CCC(C)CC2)cc1C
    x, 5.6
> CC1Oc2ccccc2N(CC(=O)NCC2CCCO2)C1=O (stereo unspecified)
    101.4, 5.0
> CN(c1ccccc1)S(=O)(=O)c1ccc(C(=O)Nc2nccs2)cc1
    95.9&76.5, 2.2

More structures follow:
Each structure is followed by: BAP1 block, HePTP inh
> COc1ccc(Br)cc1CN1CCN(Cc2cccnc2)CC1
    x, 9.9
> O=C(CSCCO)Nc1ccc(C2CCCCC2)cc1
    110.9, 5.6
> O=S(=O)(Nc1ccc2oc3c(c2c1)CCCC3)c1ccccc1
    x, -9.7
> O=C1NN(c2ccc(F)c(Cl)c2)C(=O)/C1=C\c1ccco1
    x, 98.9*
> COc1cccc(/C=N/n2c(-c3ccccc3)n[nH]c2=S)c1
    x, -16.0
> CCc1ccc(C2CC(=O)N3CN(c4ccccc4)CSC3=C2C#N)cc1 (stereo unspecified)
    63.5, 7.5
> CCCOc1cccc(C2C3=C(CC(C)(C)CC3=O)Nc3ccccc3N2C(=O)CC)c1 (stereo unspecified)
    x, 4.5
> O=C(C(c1ccccc1)c1ccccc1)N1CCN(Cc2ccccc2[N+](=O)[O-])CC1
    x, -8.4
> Cc1cc2c(cc1C)CN(c1ccc(C=Nc3cccc(Br)c3)cc1)C2
    x, 1.2
> Cc1ccc2nc3c(c(N)c2c1)CCN3c1ccccc1
    i, 1.9

(cont.)
Each structure is followed by: BAP1 block, HePTP inh
> COc1ccc(-n2c(Cc3cccn3C)nnc2SCC(=O)NCc2ccc(F)cc2)cc1
    87.3, -8.2
> CCSc1nc2sc3c(c2c(=O)n1C1CCCCC1)CCN(C)C3
    i, -3.2
> O=C(O)Cn1c(O)c(/C=C2\C=Nc3ccccc32)sc1=S
    x, -12.6
> C/C=C/COC(=O)C1=C(C)NC(=O)NC1c1ccc(Br)cc1 (stereo unspecified)
    x, -6.3
> COc1ccccc1OCCNC(=O)c1ccc(Br)cc1
    x, -2.4
> CN1CCN(C2=C(Cl)C(=O)N(Cc3ccccc3)C2=O)CC1
    85.1, 4.3
> O=C(Nc1cccs1)Nc1ccccc1Cl
    94.0, -7.3
> COc1cccc(-c2cc(N)nn2C(=O)Nc2ccc(Cl)cc2)c1
    93.2, 6.8
> Cc1ccc(S(=O)(=O)NCc2cn3c(C)csc3n2)cc1
    102.7, 6.0
> O=C(NO)c1ccc(C(=O)N(C2CCCCC2)C2CCCCC2)cc1
    93.5, 2.2

Further entries.
Each structure is followed by: BAP1 block, HePTP inh
> COc1ccccc1NCC(=O)N/N=C/c1cc(Br)cs1
    x, -4.9
> COc1ccc(-n2c(Cc3cccn3C)nnc2SCC(=O)NCC2CCCO2)cc1 (stereo unspecified)
    88.5, 7.7
> CC1(c2ccccn2)Nc2ccccc2-c2nc3ccccc3n21 (stereo unspecified)
    x, 5.6
> O=C(O)c1cccc(NSc2ccccc2[N+](=O)[O-])c1
    155.4, x
> O=C(OC1CCCCC1=O)c1cc(=O)c2ccccc2o1 (stereo unspecified)
    108.5, 8.5
> CN1CCN(c2ccccc2NC(=O)C(Cc2ccccc2)n2cccc2)CC1 (stereo unspecified)
    85.8, 8.5
> O=C(NC(N1CCCCC1)C(Cl)(Cl)Cl)c1ccc(Cl)cc1Cl (stereo unspecified)
    x, 3.7
> Nn1c(NCc2ccccc2)nc2ccccc21
    x, -4.8
> O=C(NCCN1CCOCC1)c1ccc(CS(=O)(=O)Cc2ccccc2F)o1
    111.8, 1.5
> Cc1cc2ncn(CC(O)COC3CCCCC3)c2cc1C (stereo unspecified)
    100.5&58.3, 3.7

(continued)
Each structure is followed by: BAP1 block, HePTP inh
> COCCCNC(=O)CN(c1cccc([N+](=O)[O-])c1)S(=O)(=O)c1ccccc1
    x, 9.2
> COC(=O)C1=C(C)NC2=C(C(=O)CCC2)C1c1ccc(OCc2ccc(F)cc2)c(OC)c1 (stereo unspecified)
    x, -13.2
> CCOC(=O)CCn1c(CC(=O)OCC)nc2ccccc21
    127.8, 0.9
> C=CCNC(=O)CCNS(=O)(=O)c1ccc(Br)cc1
    108.1, -5.9
> CC(C)(C)c1cc(CN2CCN(CCO)CC2)cc(C(C)(C)C)c1O
    168.7, -0.1
> O=C1CC(c2ccc(Cl)cc2)c2ccc3ccccc3c2N1 (stereo unspecified)
    x, 1.8
> O=C(Nc1ccccc1F)c1ccccc1F
    x, 15.2
> O=S(=O)(Nc1ccc(O)cc1)c1cc(Cl)ccc1Cl
    x, -5.2
> O=C(CNC(=O)C12CC3CC(CC(C3)C1)C2)NC1=NCCS1
    101.3, -9.0
> Cc1cc(C)c(C#N)c(SCCS(=O)(=O)Cc2ccccc2)n1
    191.3, -0.9

More records:
Each structure is followed by: BAP1 block, HePTP inh
> Cn1nnnc1SCC(=O)N1CCN(Cc2ccccc2)CC1
    100.4, 5.7
> O=C1CCCC2=C1C(c1cccc(O)c1)Nc1ccc3ccccc3c12 (stereo unspecified)
    426.8, x
> CC1=C(C(=O)Nc2ccccc2)C(c2ccco2)C(C#N)=C(SCC(=O)OC(C)C)N1 (stereo unspecified)
    58.2, 3.3
> COc1ccccc1C1C(C(=O)/C=C/c2ccccc2)=C(O)C(=O)N1CCCCCC(=O)O (stereo unspecified)
    x, -13.3
> CC(C)(C)NC(=O)C1CCC(C)(C(=O)O)C1(C)C (stereo unspecified)
    97.2, 15.5&0.4
> CCOC(=O)c1c(NC(=O)c2noc3c2CCCC3)sc(C)c1C
    668.7, -0.8
> CC(=O)OC(C)(CCC(C)(OC(C)=O)C(C)=O)C(C)=O (stereo unspecified)
    96.3, -1.7
> COc1ccccc1NC(=O)CC1S/C(=N\N=C(/C)c2ccc(F)cc2)NC1=O (stereo unspecified)
    x, 0.2
> CNC(=O)CN(c1cc(C)ccc1C)S(C)(=O)=O
    102.7, 6.1
> Cn1c(=O)[nH]c(=O)c2c1nc(N1CCOCC1)n2CCO
    158.9, x

Carrying on.
Each structure is followed by: BAP1 block, HePTP inh
> C/C(CC(=O)Nc1ccccc1Cl)=N\NC(=O)c1ccco1
    x, 4.2
> C=CCN1C(=O)/C(=C\c2ccc(-c3ccc([N+](=O)[O-])cc3Br)o2)C(=O)NC1=S
    x, 98.5*
> COc1ccccc1CN1C(=O)CN(C2CCCC2)C(=O)C1c1ccc(F)cc1 (stereo unspecified)
    73.3, 9.3
> COc1cccc(-n2nnc3c(=O)n(Cc4ccc(C)cc4)cnc32)c1
    85.9, -1.0
> COc1c(S(=O)(=O)N2CCCCC2)ccc2c(S(=O)(=O)N3CCCCC3)cccc12
    71.8, 8.6
> Cc1ccc(-c2ccccc2)n1-c1cccc2cccnc12
    x, -9.6
> O=C(Nc1ccc(F)cc1F)c1ccc(Cl)cc1
    x, -15.0
> Cn1c(C(=O)NCCCN2CCN(c3ccc(F)cc3)CC2)cc2c(=O)n(C)c3ccccc3c21
    108.9, 14.9
> O=C(CSc1nnc(-c2ccccc2)n1-c1ccccc1)N/N=C/C=C/c1ccccc1
    x, 1.1
> COc1cccc(OCCNS(=O)(=O)c2ccc3ccccc3c2)c1
    x, 4.4

Further results
Each structure is followed by: BAP1 block, HePTP inh
> CCc1ccc(/C=C(/NC(C)=O)C(=O)O)s1
    x, 4.4
> CC(C)CCn1nnnc1C(c1ccccc1)N1CCN(C)CC1 (stereo unspecified)
    92.8, 8.2
> O=c1c2ccccc2nnn1CSc1nnc(-c2cccs2)n1Cc1ccccc1
    96.3, 11.1
> CC(C)(C)NC(=O)CSc1nnc(C2CC2)n1Cc1ccccc1
    95.0, 2.3
> CCCC1COC(Cn2cncn2)(c2ccc(C)cc2)O1 (stereo unspecified)
    98.7, -9.7
> c1ccc(-c2nc(N3CCCCCC3)nc(-n3ccnc3)n2)cc1
    57.5, -0.1
> Cn1c(Cn2c(=O)sc3ccccc32)nnc1SCc1ccccc1F
    94.8, -1.4
> O=C1OC2CCC1(c1ccccc1)C2 (stereo unspecified)
    176.9, 5.3
> CCn1nnc(-c2ccccc2NC(=O)c2cccc(-n3cnnn3)c2)n1
    78.9, -1.5
> CCOC(=O)c1c(C)oc2ccc(OC(=O)c3ccc(C)cc3)cc12
    x, 4.1

Going on with the list:
Each structure is followed by: BAP1 block, HePTP inh
> CC(C)n1c(SC2C(=O)CC(C)(C)CC2=O)nc2c1c(=O)n(C)c(=O)n2C
    125.5, 10.2
> CCn1cc(C(=O)NCc2ccc3c(c2)OCO3)c(=O)c2cc(F)c(N3CCN(C)CC3)cc21
    162.9, 4.7
> COc1cc(NC(=O)C(=O)NCCN(C)C)c(OC)cc1Cl
    x, 9.2
> CC(=O)c1c(C)n(-c2ccc(Cl)cc2)c2ccc(O)cc12
    x, -8.3
> O=C(Nn1cnc2ccccc2c1=O)C1CCCCC1
    115.8, 3.7
> CCOc1ccc(CCNC(=O)CCn2cccc2)cc1OCC
    88.9, 6.0
> O=C(Nc1ccc(Br)cc1)c1sc2ccccc2c1Cl
    72.3, x
> COC(=O)C1=C(C)N=c2s/c(=C/c3ccoc3)c(=O)n2C1c1ccccc1 (stereo unspecified)
    73.6, -9.0
> O=C(COc1cc(Cl)c(Cl)cc1Cl)Nn1cnnc1
    86.5, 5.2
> CC1=NN(C(=O)c2ccc([N+](=O)[O-])cc2)C(O)(c2ccc(Cl)cc2)C1 (stereo unspecified)
    x, -0.3

(further entries)
Each structure is followed by: BAP1 block, HePTP inh
> CN1CCN(S(=O)(=O)c2ccc(=O)[nH]c2)CC1
    85.7, 10.4
> CCC(=O)Nc1cc(OC)c(NC(=O)c2ccccc2)cc1OC
    56.1, 6.2
> COc1ccc(N2Cc3ccccc3C2)cc1Cl
    56.8, 7.2
> CCCCOc1ccccc1C1C(C(=O)OC)=C(C)N(C)C(C)=C1C(=O)OC
    94.7, -8.3&-9.2
> O=[N+]([O-])c1ccc(O)c(-c2nc(-c3ccccc3)c(-c3cccs3)[nH]2)c1
    x, 6.7
> Cc1ccc(N2C(=O)CC3(CC4C=CC3C4)C2=O)cc1 (stereo unspecified)
    93.4, 6.2
> COc1cc2c(cc1NC(=O)CC1SC(N3CCCC3)=NC1=O)oc1ccccc12 (stereo unspecified)
    111.0, 0.0
> CCOC(=O)c1ccc(NS(=O)(=O)c2c(C)n(C)c(=O)n(C)c2=O)cc1
    93.2, 5.8
> CCCOC(=O)c1ccc(NC(=S)Nc2ccccc2)cc1
    x, 5.0
> CC1CCc2nn(CC(=O)Nc3c(F)cc(F)cc3Br)cc2C1 (stereo unspecified)
    98.9, 6.0

Record cards (already shown). Screens in order: BAP1 block, HePTP inh
CCCCOc1ccccc1C1C(C(=O)OC)=C(C)N(C)C(C)=C1C(=O)OC reads 94.7, -8.3&-9.2
COc1cc2c(cc1NC(=O)CC1SC(N3CCCC3)=NC1=O)oc1ccccc12 (stereo unspecified) reads 111.0, 0.0
Cc1ccc(SCCNC(=O)c2cccc(Cl)c2)cc1 reads x, 0.3
O=C(OC1CCCCC1=O)c1cc(=O)c2ccccc2o1 (stereo unspecified) reads 108.5, 8.5

Next part
Each structure is followed by: BAP1 block, HePTP inh
> Cc1noc(C)c1COC(=O)CCN1c2ccccc2Sc2ccccc21
    x, 4.9
> O=C1NN(c2ccc(I)cc2)C(=O)/C1=C\c1ccc(O)cc1O
    x, 30.8
> Cc1ccc(C)c(C(=O)COC(=O)c2ccc(Br)o2)c1
    95.0, -6.8
> Cc1ccc(-c2nnc(-c3ccc4c(c3)OCO4)o2)cc1
    x, 4.0
> C=CCN(C(=O)CSc1nc2[nH]ncc2c(=O)n1-c1ccccc1OC)c1ccccc1
    60.4, -6.7
> O=C1c2ccccc2-c2onc3ccc(Cl)c1c23
    x, 9.3
> CCOC(=O)c1c(NC(=O)COc2cccc(C)c2C)sc2c1CCC2
    x, 6.8
> CC(C)(C)N(Cc1ccccc1)C(=O)c1ccc2c(c1)OCCO2
    209.7, -3.6
> COc1ccc(CCNC(=O)Cn2nnc(-c3cccs3)n2)cc1OC
    73.4, 4.6
